FLuc inh counter – firefly luciferase enzyme inhibitors, primary screen, artefact control for luciferase-based inhibitor screens, biochemical, luminescence, ATPLite; Luciferin 4-monooxygenase (Photinus pyralis), P08659; 10 min; inhibition, % at 10 µM; 200,000 compounds, 1.5% hits; AID 1006, 2008;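 active = inhibition above about 50% when tested at 10 µM, limit read from the data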
Target sequence (P08659 whole entry, looked up): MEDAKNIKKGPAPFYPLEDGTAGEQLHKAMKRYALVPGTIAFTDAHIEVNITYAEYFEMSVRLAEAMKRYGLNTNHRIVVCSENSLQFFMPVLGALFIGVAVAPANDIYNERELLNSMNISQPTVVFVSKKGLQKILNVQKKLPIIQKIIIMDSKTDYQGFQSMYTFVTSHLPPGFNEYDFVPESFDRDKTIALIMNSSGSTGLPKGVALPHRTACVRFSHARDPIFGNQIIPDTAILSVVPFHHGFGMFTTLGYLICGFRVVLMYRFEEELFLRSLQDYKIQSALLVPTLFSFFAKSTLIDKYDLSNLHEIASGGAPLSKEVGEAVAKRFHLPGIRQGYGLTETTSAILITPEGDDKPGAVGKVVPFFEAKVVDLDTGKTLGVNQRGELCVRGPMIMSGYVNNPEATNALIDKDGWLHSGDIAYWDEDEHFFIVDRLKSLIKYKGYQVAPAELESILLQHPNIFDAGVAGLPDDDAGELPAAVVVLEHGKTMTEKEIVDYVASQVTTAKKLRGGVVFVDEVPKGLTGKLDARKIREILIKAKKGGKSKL
G6PDH CS – L. mesenteroides G6PDH inhibitors, counter-screen for G6PDH-coupled screening assays, biochemical, Leuconostoc mesenteroides enzyme; glucose-6-phosphate dehydrogenase [Leuconostoc mesenteroides]; Purified L. mesenteroides G6PDH, diaphorase/resazurin coupled fluorescence, 45 min; inhibition, % at 5 µM; 200,000 compounds, 0.12% hits; in the data active = inhibition above about 50%
TLR4 MyD88 comp – inhibitors of TLR4-MyD88 association in cells, primary screen, cell-based, HeLa CL3-4, BLA complementation, FRET ratio | Toll-like receptor 4 (Homo sapiens) + Myeloid differentiation primary response protein … | HeLa CL3-4 TLR4/MyD88 BLA complementation | inhibition, % at 8.4 µM | 200,000 compounds, 0.18% hits | AID 861, 2007; in the data active = inhibition above about 25%;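 also: 0% = vehicle and 100% = reference inhibitor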
Diaph act CS – compounds boosting diaphorase resazurin reduction – biochemical, uHTS, resorufin fluorescence, counter-screen for diaphorase-coupled primary assays, primary screen. Diaphorase/resazurin coupled assay, 16 min; hits give high values; 1 = vehicle wells, 0 = NADH-free wells. activation factor at 20 µM. 190,000 compounds, 0.005% hits. AID 1229, 2008;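 active = diaphorase activity raised at least twofold by the compound at 20 µM; inactive = activation factor below 2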
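Measured by – red resorufin fluorescence at 544/590 nm excitation/emission · Test system – Clostridium kluyveri diaphorase, purified enzyme · Incubation – reaction time 16 min, room temperature · Buffer or medium – 50 mM HEPES pH 7.4 with 4.542 mM MgCl2, 0.005% Tween 20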
FLuc stim CS – FLuc activators, initial screening, artefact control for FLuc-dependent activation tests, biochemical, ATPlite luminescence; Luciferin 4-monooxygenase (Photinus pyralis), P08659; ATPlite luciferase biochemical, 10 min; 0 = ATP-free wells, 1 = DMSO control; activation factor at 10 µM; 200,000 tested, under 10 active; AID 1027, 2008;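 active = luciferase activation factor, scaled between plate controls, of at least 2 with compound at 10 µM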
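Material: Luciferase/luciferin reagent mix; Doses: test compounds dosed from 2 mM stocks in 100% DMSO; Schedule: 10 min incubation after luciferase reagent addition, room temperature; Measured by: luminescence from luciferase reaction; Read-out: luminescence gain marking luciferase activators.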
NF-kB expr up – activators of NF-kB expression in neurons, primary screen, cell-based, HTS; human neuronal cells, NF-kB reporter expression; hits give high values; fold change at 12.5 µM; 190,000 compounds, 1.6% hits; AID 1239, 2008; in the data active = fold change above about 3.3
APP 5'UTR act – activators of APP 5'UTR luciferase reporter, primary screen, SH-SY5Y cells; SH-SY5Y APP 5'UTR luciferase reporter, luminescence; zero percent = DMSO vehicle wells; activation, % at 2 µM; 190,000 compounds, 1% hits; AID 1276, 2008;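 active = activation above a set limit, based on mean plus 3 SD of controls, cut at about 140% in these data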; also: values of inactives mirror those of a sister screen read the other way
Diaphorase inh – diaphorase inhibitors and chemical oxidizers, primary screen, counter-screen for diaphorase-coupled primary assays, biochemical, uHTS, resorufin fluorescence; inhibition, % at 20 µM; 190,000 compounds, 0.69% hits; diaphorase resazurin-to-resorufin fluorescence, NADH, 16 min; bacterial (C. kluyveri) enzyme, not human;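 active = primary screen inhibition at 20 µM above a set limit, cut at about 50% in these data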;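 also: plate controls were DMSO with full reaction for no effect and wells lacking NADH for full effect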
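Assay system: diaphorase enzyme from Clostridium kluyveri. Quantity: enzyme working solution with 0.14 U/mL diaphorase. Schedule: reaction incubation of 16 min at room temperature. Technique: resorufin fluorescence, excitation 544 nm, emission 590 nm. Controls: No-NADH positive control and DMSO neutral control.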
STAT1 activator – STAT1 signaling activators, primary screen, cell-based, HTS, luciferase reporter; activation (% of control), % at 5.5 µM; 200,000 compounds, 2.6% hits; NIH 3T3 STAT1-luciferase reporter, IFN-gamma, luminescence; 100% = IFN-gamma alone, no compound;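 active = activation above the screen-wide mean activation plus 3 SD, cut at about 130% in these data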;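 also: raw ratio to IFN-gamma control signal so 100% means no change and 0% no light; values of inactives mirror those of a sister screen read the other way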
APP 5UTR inh – inhibitors of APP translation via 5'UTR reporter, primary screen, APP 5'UTR luciferase, SH-SY5Y cells; SH-SY5Y APP 5'UTR-luciferase reporter, luminescence; inhibition, % at 2 µM; 190,000 compounds, 0.82% hits; AID 1285, 2008;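 active = inhibition above a set limit, derived from the sample mean plus 3 SD, cut at about 45% in these data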; also: values of inactives mirror those of a sister screen read the other way
Starred values were filed as active, the others as inactive.

For COc1ccccc1OCC(O)Cn1c(=N)n(Cc2ccccc2)c2ccccc21 (centres undefined) the results were FLuc inh counter 2, G6PDH CS 14, TLR4 MyD88 comp 25, Diaph act CS 1, FLuc stim CS 1, NF-kB expr up 0.73, APP 5'UTR act 30, Diaphorase inh 1, STAT1 activator 80 and APP 5UTR inh -30.
`O=C(O)c1ccc(NC(=S)Nc2ccccc2)cc1` gave FLuc inh counter -6, G6PDH CS 7, TLR4 MyD88 comp -5, Diaph act CS 0.9, FLuc stim CS 1.1, NF-kB expr up 1.2, APP 5'UTR act 20, Diaphorase inh 6, STAT1 activator 110 and APP 5UTR inh -20.
`Cc1ccc(C(C(=O)NC2CCCC2)N(C(=O)CNC(=O)c2cccs2)c2cccnc2)o1` (centres undefined) gave FLuc inh counter -4, G6PDH CS 8, TLR4 MyD88 comp 1, Diaph act CS 1, FLuc stim CS 1, NF-kB expr up 1.2, APP 5'UTR act -3, Diaphorase inh 4, STAT1 activator 101 and APP 5UTR inh 3.
For CCOC(=O)C1C(c2ccccc2)C(C(=O)OCC)S(=O)(=O)C(CCN(CC)CC)S1(=O)=O (centres undefined) the results were FLuc inh counter -3, G6PDH CS 12, TLR4 MyD88 comp -4, Diaph act CS 0.9, FLuc stim CS 1, NF-kB expr up 1.1, APP 5'UTR act 17, Diaphorase inh 14, STAT1 activator 93 and APP 5UTR inh -17.
CC(C)OC(=O)c1c(NC(=O)CCn2nnc3ccccc32)sc2c1CCCC2 was read as FLuc inh counter -8, G6PDH CS -38, TLR4 MyD88 comp 6, Diaph act CS 0.8, FLuc stim CS 1.1, NF-kB expr up 1, APP 5'UTR act 18, Diaphorase inh 20, STAT1 activator 93 and APP 5UTR inh -18.
COc1ccc(C(=O)Nc2ccc(-c3ccc(C)o3)cc2)cc1S(=O)(=O)N1CCOCC1 was read as FLuc inh counter -8, G6PDH CS -3, TLR4 MyD88 comp -2, Diaph act CS 0.9, FLuc stim CS 1.1, NF-kB expr up 1.3, APP 5'UTR act -14, Diaphorase inh 6, STAT1 activator 100 and APP 5UTR inh 14.
For COC(=O)c1nn(-c2nc(-c3ccc(OC)c(OC)c3)cc(C(F)(F)F)n2)cc1[N+](=O)[O-] the results were FLuc inh counter -4, G6PDH CS 3, TLR4 MyD88 comp -5, Diaph act CS 0.8, FLuc stim CS 1, NF-kB expr up 1, APP 5'UTR act 10, Diaphorase inh 18, STAT1 activator 107 and APP 5UTR inh -10.
For CCn1cc(SCC(=O)Nc2cc(C)on2)c2ccccc21 the results were FLuc inh counter -1, G6PDH CS -4, TLR4 MyD88 comp -4, Diaph act CS 1, FLuc stim CS 1, NF-kB expr up 1.2, APP 5'UTR act 18, Diaphorase inh 4, STAT1 activator 91 and APP 5UTR inh -18.
Screening CCS(=O)(=O)C(=C1Nc2ccccc2N1)S(=O)(=O)CC returned FLuc inh counter -9, G6PDH CS 1, TLR4 MyD88 comp -9, Diaph act CS 0.9, FLuc stim CS 1.1, NF-kB expr up 1, APP 5'UTR act 9, Diaphorase inh 7, STAT1 activator 101 and APP 5UTR inh -9.
Screening Cn1c(=O)c2c(nc(SCC(=O)c3ccc(F)cc3)n2C)n(C)c1=O returned FLuc inh counter -5, G6PDH CS 6, TLR4 MyD88 comp -17, FLuc stim CS 1.1, NF-kB expr up 0.91, APP 5'UTR act -23, STAT1 activator 103 and APP 5UTR inh 23.
`Cc1cc(NC(=S)NC(=O)c2ccco2)c2ccccc2n1` gave FLuc inh counter -6, G6PDH CS -5, TLR4 MyD88 comp 0, Diaph act CS 0.9, FLuc stim CS 1.1, NF-kB expr up 0.78, APP 5'UTR act -17, Diaphorase inh 15, STAT1 activator 89 and APP 5UTR inh 17.
Screening COc1ccc(S(=O)(=O)N2CCOCC2)cc1NC(=O)CCc1c[nH]c2ccccc12 returned FLuc inh counter 1, G6PDH CS 17, TLR4 MyD88 comp -3, Diaph act CS 0.8, FLuc stim CS 1, NF-kB expr up 1, APP 5'UTR act -5, Diaphorase inh 21, STAT1 activator 104 and APP 5UTR inh 5.
For Cc1ccc(OCC(=O)Nc2nnn(C)n2)c(C)c1 the results were FLuc inh counter 3, G6PDH CS 3, TLR4 MyD88 comp 12, Diaph act CS 0.9, FLuc stim CS 1, NF-kB expr up 0.96, APP 5'UTR act 9, Diaphorase inh 15, STAT1 activator 101 and APP 5UTR inh -9.
CCOc1ccc(Cl)cc1CSc1ncn[nH]1 was read as FLuc inh counter -4, G6PDH CS 8, TLR4 MyD88 comp 0, Diaph act CS 0.9, FLuc stim CS 1, NF-kB expr up 1.1, APP 5'UTR act 21, Diaphorase inh 10, STAT1 activator 99 and APP 5UTR inh -21.
For C/C(=C\c1ccccc1)C(=O)Nc1ccc(S(=O)(=O)Nc2ncccn2)cc1 the results were FLuc inh counter 0, G6PDH CS -9, TLR4 MyD88 comp 12, Diaph act CS 0.9, FLuc stim CS 1, NF-kB expr up 1, APP 5'UTR act 1, Diaphorase inh 6, STAT1 activator 92 and APP 5UTR inh -1.
Cc1cc(C)c2c(n1)nn1c(C3CC3)cc(C(F)(F)F)nc21 was read as TLR4 MyD88 comp 6, APP 5'UTR act -1, STAT1 activator 101 and APP 5UTR inh 1.
Screening CCCCn1nc2cc(C(=O)N(CC)c3ccc(OC)cc3)ccc2c1OCC returned FLuc inh counter -9, G6PDH CS -17, TLR4 MyD88 comp -7, Diaph act CS 0.7, FLuc stim CS 1.1, NF-kB expr up 0.88, APP 5'UTR act 15, Diaphorase inh 32, STAT1 activator 94 and APP 5UTR inh -15.
For COc1ccc(-c2nnc(SCC(=O)NC(C)c3ccccc3)o2)cc1 (centres undefined) the results were FLuc inh counter 0, G6PDH CS -19, TLR4 MyD88 comp -11, Diaph act CS 0.8, FLuc stim CS 1, NF-kB expr up 1.1, APP 5'UTR act -7, Diaphorase inh 21, STAT1 activator 110 and APP 5UTR inh 7.
For Cn1c(SCc2ccc(Br)cc2)nc2c(c1=O)SCC2 the results were FLuc inh counter -8, G6PDH CS -3, TLR4 MyD88 comp 6, Diaph act CS 0.9, FLuc stim CS 1.1, NF-kB expr up 0.91, APP 5'UTR act -4, Diaphorase inh 14, STAT1 activator 89 and APP 5UTR inh 4.
`C=CCn1c(SCC(=O)c2[nH]c(C)c(C(C)=O)c2C)nnc1-c1ccncc1` gave FLuc inh counter 11, G6PDH CS 11, TLR4 MyD88 comp -5, Diaph act CS 1, FLuc stim CS 0.9, NF-kB expr up 0.73, APP 5'UTR act -2, Diaphorase inh 2, STAT1 activator 94 and APP 5UTR inh 2.
Screening O=S(=O)(c1ccccc1)N(Cc1ccccc1)c1ccccn1 returned FLuc inh counter -11, G6PDH CS 5, TLR4 MyD88 comp 17, Diaph act CS 0.8, FLuc stim CS 1.1, NF-kB expr up 1, APP 5'UTR act -2, Diaphorase inh 19, STAT1 activator 98 and APP 5UTR inh 2.
Cc1ccc(C)c(C2=CSC3=NCCN23)c1 was read as FLuc inh counter -4, G6PDH CS 11, TLR4 MyD88 comp -11, Diaph act CS 1.1, FLuc stim CS 1, NF-kB expr up 1.1, APP 5'UTR act 18, Diaphorase inh -7, STAT1 activator 87 and APP 5UTR inh -18.
`CCS(=O)(=O)N1CCN=C1SCc1cccnc1` gave FLuc inh counter -3, G6PDH CS -1, TLR4 MyD88 comp 4, Diaph act CS 0.9, FLuc stim CS 1, NF-kB expr up 1.2, APP 5'UTR act 15, Diaphorase inh 9, STAT1 activator 108 and APP 5UTR inh -15.
For O=C(O)C1CCCN1c1ncccn1 (centres undefined) the results were FLuc inh counter -6, G6PDH CS 3, TLR4 MyD88 comp -1, Diaph act CS 0.9, FLuc stim CS 1.1, NF-kB expr up 0.98, APP 5'UTR act -5, Diaphorase inh 7, STAT1 activator 104 and APP 5UTR inh 5.

The last two records of the section above lead into the next:
`CCS(=O)(=O)N1CCN=C1SCc1cccnc1` gave FLuc inh counter -3, G6PDH CS -1, TLR4 MyD88 comp 4, Diaph act CS 0.9, FLuc stim CS 1, NF-kB expr up 1.2, APP 5'UTR act 15, Diaphorase inh 9, STAT1 activator 108 and APP 5UTR inh -15.
For O=C(O)C1CCCN1c1ncccn1 (centres undefined) the results were FLuc inh counter -6, G6PDH CS 3, TLR4 MyD88 comp -1, Diaph act CS 0.9, FLuc stim CS 1.1, NF-kB expr up 0.98, APP 5'UTR act -5, Diaphorase inh 7, STAT1 activator 104 and APP 5UTR inh 5.
`Cc1nn(CC(=O)N2CCOCC2)c(C)c1[N+](=O)[O-]` gave FLuc inh counter -5, G6PDH CS 4, TLR4 MyD88 comp 6, Diaph act CS 1, FLuc stim CS 1.1, NF-kB expr up 1.1, APP 5'UTR act -3, Diaphorase inh 2, STAT1 activator 100 and APP 5UTR inh 3.
For Cc1cccc([N+](=O)[O-])c1NC(=O)CN(Cc1ccccc1)Cc1ccccc1 the results were FLuc inh counter -7, G6PDH CS 1, TLR4 MyD88 comp -2, Diaph act CS 0.8, FLuc stim CS 1.1, NF-kB expr up 1.1, APP 5'UTR act -4, Diaphorase inh 16, STAT1 activator 97 and APP 5UTR inh 4.
Screening CCOCCCNC(=O)CCc1ccc(S(=O)(=O)Nc2ccc(C)cc2)cc1 returned FLuc inh counter -7, G6PDH CS 2, TLR4 MyD88 comp -12, Diaph act CS 0.9, FLuc stim CS 1.1, NF-kB expr up 0.75, APP 5'UTR act 11, Diaphorase inh 6, STAT1 activator 91 and APP 5UTR inh -11.
For COc1ccccc1CC(=O)Nc1ccccc1O the results were FLuc inh counter -5, G6PDH CS 4, TLR4 MyD88 comp 1, Diaph act CS 0.8, FLuc stim CS 1.1, NF-kB expr up 1.1, APP 5'UTR act -13, Diaphorase inh 15, STAT1 activator 101 and APP 5UTR inh 13.
Screening CCc1nnc(NC(=O)[C@@H](NC(=O)c2cccc(S(=O)(=O)N(CC)CC)c2)C(C)C)s1 returned FLuc inh counter 1, G6PDH CS 20, TLR4 MyD88 comp 3, Diaph act CS 1, FLuc stim CS 1, NF-kB expr up 1.1, APP 5'UTR act 14, Diaphorase inh 3, STAT1 activator 102 and APP 5UTR inh -14.
